MC4R barr agon: agonists of human melanocortin 4 receptor (MC4R) beta-arrestin. P32245. U2OS MC4R beta-arrestin complementation, luminescence; percent of melanotan II response, DMSO zero. activation, % at 8.9 µM. actives 0.98% (n = 360,000). AID 540308;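 active = activation above a per-plate cutoff, the mean activation of sample wells on that plate plus 3 SD, cut at about 8% in these data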
MC4R antag cAMP: human MC4R antagonism in cAMP assay; actives 0.48% (n = 360,000); P32245; MC4R-expressing cells, MTII-stimulated cAMP, LANCE TR-FRET; inhibition, % at 6.5 µM; AID 540295;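 active = inhibition above its plate's cutoff, the mean of tested wells on that plate plus 3 SD, cut at about 29% in these data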;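 also: 0% = Melanotan II alone and 100% = Melanotan II plus saturating MCL0020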
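System – human MC4R-expressing U2OS cells · Also added – Melanotan II · Dosing – one concentration, 6.5 µM nominal · Timing – 30-min compound, 1-h challenge, 1-h detection, room temperature · Measured by – Eu-cAMP/anti-cAMP TR-FRET, emission 671 nm · Replicates – singlicate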
SRC2 inh: human SRC2 (NCOA2) inhibition. Q15596. HEK293 GAL4-SRC2 luciferase reporter, luminescence. inhibition, % at 9 µM. actives 0.17% (n = 370,000). AID 651957;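 active = inhibition above the mean inhibition of all tested compounds plus 3 SD, set per campaign, cut at about 52% in these data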;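 also: 0% = DMSO treated cells and 100% = cells given Gossypol at 36 µM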
SRC1 inh: human NCOA1 inhibition; Q15788; HEK293 GAL4-SRC1 luciferase reporter, luminescence; inhibition, % at 3.6 µM; actives 0.12% (n = 360,000); AID 588354;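 active = inhibition above the campaign mean plus 3 SD, with each screening campaign given its own cutoff, cut at about 60% in these data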;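 also: 0% = DMSO treated cells and 100% = gossypol at 36 µM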
TLR9-MyD88 block: inhibitors of human TLR9-MyD88 binding; AID 504734; CHO BLA complementation TLR9-MyD88, CCF4 FRET ratio; actives 0.21% (n = 340,000); Q9NR96+Q99836; inhibition, % at 4.98 µM;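 active = inhibition above the mean over all tested compounds plus 3 SD, cut at about 21% in these data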;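 also: 0% = DMSO only wells and 100% = clavulanate BLA inhibitor control wells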
LRH-1 inv ag: inverse agonists of human LRH-1 (NR5A2); HEK293T StAR-luciferase reporter, LRH-1 transfected, 24 h; inhibition, % at 3.6 µM; actives 0.13% (n = 360,000);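 active = inhibition above the mean inhibition of all tested compounds plus 3 SD, cut at about 73% in these data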;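 also: 0% = DMSO wells and 100% = reporter-only cells lacking LRH-1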
Target sequence (O00482 whole entry, looked up): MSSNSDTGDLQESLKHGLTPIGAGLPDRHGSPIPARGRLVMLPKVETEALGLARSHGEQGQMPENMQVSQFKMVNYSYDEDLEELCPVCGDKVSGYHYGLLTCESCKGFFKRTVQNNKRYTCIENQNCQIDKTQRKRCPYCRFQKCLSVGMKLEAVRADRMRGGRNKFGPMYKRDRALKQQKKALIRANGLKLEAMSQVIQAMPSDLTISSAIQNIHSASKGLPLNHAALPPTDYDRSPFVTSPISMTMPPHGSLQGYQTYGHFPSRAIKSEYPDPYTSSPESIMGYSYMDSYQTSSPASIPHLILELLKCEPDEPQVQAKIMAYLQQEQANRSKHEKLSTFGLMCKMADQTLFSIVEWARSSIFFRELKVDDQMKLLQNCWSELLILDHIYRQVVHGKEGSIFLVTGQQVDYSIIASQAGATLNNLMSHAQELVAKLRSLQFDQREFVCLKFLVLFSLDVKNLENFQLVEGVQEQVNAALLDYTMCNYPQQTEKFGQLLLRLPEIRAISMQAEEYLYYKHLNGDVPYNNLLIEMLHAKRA
LMP1 NFkB inh: reduces LMP1-driven NF-kappaB luciferase signal; LMP1-induced NF-kappaB luciferase reporter cells, luminescence; inhibition, % at 12.5 µM; actives 0.69% (n = 350,000); in the data active = inhibition above about 41%;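 also: 0% = neutral control wells and 100% = reference inhibitor control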
NR2F2 inh: NR2F2 (human) inhibition, primary screen; AID 686940; actives 0.7% (n = 370,000); HEK293T NGFI-A luciferase reporter, luminescence; inhibition, % at 8.6 µM;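 active = inhibition above a per-plate cutoff, mean inhibition of test wells between control levels plus 3 SD, cut at about 38% in these data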;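 also: cells cotransfected with COUP-TFII expression vector driving the NGFI-A reporter; 0% = median of COUP-TF2 test wells and 100% = reporter-only cells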
NOD2-RIPK2 inh: blocks binding of human NOD2 to RIPK2. actives 0.38% (n = 360,000). CHO BLA complementation NOD2-RIPK2, CCF4 ratio. O43353. inhibition, % at 4.98 µM; in the data active = inhibition above about 21%;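 also: 0% = vehicle only and 100% = reference blocker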
Target sequence (O43353 whole entry, looked up): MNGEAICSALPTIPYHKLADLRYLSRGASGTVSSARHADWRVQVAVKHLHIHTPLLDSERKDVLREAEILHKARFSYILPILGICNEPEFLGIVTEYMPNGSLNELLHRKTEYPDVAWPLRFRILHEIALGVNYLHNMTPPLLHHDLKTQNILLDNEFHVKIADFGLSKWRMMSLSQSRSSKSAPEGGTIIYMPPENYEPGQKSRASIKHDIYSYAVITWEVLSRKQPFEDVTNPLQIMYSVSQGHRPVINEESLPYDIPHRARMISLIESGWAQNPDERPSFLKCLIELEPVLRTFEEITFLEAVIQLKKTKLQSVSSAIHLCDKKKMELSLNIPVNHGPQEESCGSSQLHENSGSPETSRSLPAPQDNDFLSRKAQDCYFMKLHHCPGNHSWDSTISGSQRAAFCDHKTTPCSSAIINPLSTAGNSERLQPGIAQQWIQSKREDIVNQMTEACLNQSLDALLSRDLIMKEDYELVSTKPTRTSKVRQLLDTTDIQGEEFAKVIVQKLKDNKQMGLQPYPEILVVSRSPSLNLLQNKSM
ABHD5-PLIN5 inh: inhibitors of human ABHD5-perilipin-5 interaction. actives 0.78% (n = 360,000). Q00G26+Q8WTS1. inhibition, % at 4 µM. Split G. princeps luciferase complementation, luminescence, 4 h;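 active = inhibition above the mean inhibition across every tested compound plus 3 SD, cut at about 22% in these data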;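 also: 0% = DMSO only wells and the 100% control is not disclosed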
NCOA3 inh: inhibits human SRC3 coactivator. HEK293 GAL4-SRC3 luciferase reporter, luminescence. inhibition, % at 3.6 µM. actives 0.17% (n = 360,000). AID 588352;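 active = inhibition above a per-campaign cutoff, the mean of all compounds plus 3 SD, cut at about 60% in these data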;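 also: 0% = DMSO-treated cells and 100% = gossypol-treated cells at 36 µM; higher means less SRC3-driven luciferase light from the GAL4 reporter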
Numbers without * were called inactive; / = no result given. The list is partial; rates above refer to the full screens.

SMILES	MC4R barr agon	MC4R antag cAMP	SRC2 inh	SRC1 inh	TLR9-MyD88 block	LRH-1 inv ag	LMP1 NFkB inh	NR2F2 inh	NOD2-RIPK2 inh	ABHD5-PLIN5 inh	NCOA3 inh
O=C(NCc1cccnc1)C12CC3CC(CC(Cl)(C3)C1)C2	-1.1	20	1	-5	-12	-14	-5	-4	-10	1	-8
Cc1onc(-c2c(F)cccc2Cl)c1C(=O)NCc1cccs1	-0.3	11	0	8	-7	0	2	18	-8	3	24
COc1ccccc1C(=O)O/N=C(/C)c1ccc(N2C(=O)C3CCCCC3C2=O)cc1 (stereo not given)	-1.1	11	-14	-12	12	8	-8	6	0	0	-4
CCOC(=O)CC(NC(=O)Cn1nnc(-c2ccccc2)n1)c1ccc(OC)cc1 (stereo not given)	1.2	14	13	15	-1	-4	14	-9	-8	3	17
CCCCCOc1ccc(C(C)(O)C(CN2CCOCC2)c2ccccc2)cc1 (stereo not given)	-0.3	-4	0	-36	-9	-24	4	5	-21	-7	-22
O=C(OC1CCOC1=O)c1ccc(N2CCCC2)c([N+](=O)[O-])c1 (stereo not given)	-2.8	9	-2	-7	7	8	-2	4	-7	0	1
O=c1oc2ccccc2cc1-c1csc(Nc2nc3c(F)cccc3s2)n1	1.4	13	-17	-1	-19	9	37	-13	-2	-3	4
CCOC(=O)Cc1csc(NC(=O)Cc2ccc([N+](=O)[O-])cc2)n1	-0.5	4	-14	21	8	13	5	6	0	1	4
O=S(=O)(NC1CCCCC1NS(=O)(=O)c1ccc(F)cc1)c1ccc(F)cc1 (stereo not given)	0.4	4	2	4	-2	16	4	-17	-9	3	7
Cc1cc(N2CC(C(=O)NCc3cccnc3)CC2=O)ccc1C(C)C (stereo not given)	-1.9	5	-3	-7	-8	-9	-4	-9	-7	0	-5
O=C1c2ccccc2NC(c2cn[nH]c2-c2ccc(Cl)cc2)N1O (stereo not given)	-0.3	5	-6	14	-1	-16	8	3	0	-7	6
Cc1nc(N)sc1-c1csc(Nc2cc(N(C)C)ccc2Cl)n1	2.0	3	1	6	5	-2	5	7	-4	-10	-20
Cc1ccccc1CSc1nnc(-c2ccncc2)n1C	-0.5	2	-36	13	3	9	3	1	-2	2	-1
CC(=O)c1ccc(N2C(=O)[C@@H]3C(C(=O)CCN4C(=O)c5ccccc5C4=O)=NN[C@@H]3C2=O)cc1	-1.9	3	-23	10	-3	16	-3	2	-4	0	4
CC(CC(=O)O)CC(=O)Nc1nncs1 (stereo not given)	-2.3	9	-4	2	4	26	-5	-16	-3	8	8
COCCN1C(=O)c2oc3cc(C)c(C)cc3c(=O)c2C1c1cccc(O)c1 (stereo not given)	-2.9	-1	8	-10	3	6	-1	16	0	-5	-16
COc1ccc(OC)c(N(C(=O)c2snc(C(N)=O)c2N)C(C(=O)NCC2CCCO2)c2ccc3ncccc3c2)c1 (stereo not given)	1.9	2	3	14	-7	8	1	0	3	6	6
O=C(O)CCCCCN1C(=O)CCC1=O	-1.2	1	-16	-2	3	11	-3	17	9	-2	6
O=C(CN1CC(=O)Oc2ccccc21)OCC(=O)c1ccccc1	-0.8	0	-11	-46	3	10	-19	10	1	-2	-23
CCC(=O)NC(=S)Nc1cccc(Cl)c1N1CCCC1	3.3	7	2	12	-4	-10	-5	-6	-6	3	20
CCCCNC(=O)C1C(c2ccc(C(F)(F)F)cc2)=Nc2ccccc2N1C(=O)c1cccc2ccccc12 (stereo not given)	/	/	2	/	/	25	/	-9	4	-6	/
Cc1nn(CC(=O)NCc2ccccc2)c(=O)c2cccn12	-1.3	2	-3	7	8	4	4	-8	6	3	-17
CC(C)C(=O)N1CCc2cc(-c3csc(N)n3)ccc21	-1.7	2	8	-26	-6	-12	-9	10	-21	-16	-35
Cc1cccc(-n2cc(CN3CCN(Cc4nccn4C)CC3)c(-c3cccc(F)c3)n2)c1	0.3	-7	2	-20	5	0	-8	-19	3	18	-10
CCOC(=O)c1cn[nH]c1NC(=S)Nc1ccc(Cl)cc1	1.5	26	-62	-68	/	-107	/	-7	19	-9	-42

Results in NCOA3 inh, MC4R barr agon and MC4R antag cAMP, for 2 of the compounds above:
mol	NCOA3 inh	MC4R barr agon	MC4R antag cAMP
CCOC(=O)CC(NC(=O)Cn1nnc(-c2ccccc2)n1)c1ccc(OC)cc1 (stereo not given)	17	1.2	14
CCCCCOc1ccc(C(C)(O)C(CN2CCOCC2)c2ccccc2)cc1 (stereo not given)	-22	-0.3	-4

Sorted by the number under NR2F2 inh (low to high): some entries from above.
molecule | NR2F2 inh
Cc1cccc(-n2cc(CN3CCN(Cc4nccn4C)CC3)c(-c3cccc(F)c3)n2)c1 | -19
CCC(=O)NC(=S)Nc1cccc(Cl)c1N1CCCC1 | -6
COc1ccccc1C(=O)O/N=C(/C)c1ccc(N2C(=O)C3CCCCC3C2=O)cc1 (stereo not given) | 6
O=C(O)CCCCCN1C(=O)CCC1=O | 17

Further structures:
SMILES	MC4R barr agon	MC4R antag cAMP	SRC2 inh	SRC1 inh	TLR9-MyD88 block	LRH-1 inv ag	LMP1 NFkB inh	NR2F2 inh	NOD2-RIPK2 inh	ABHD5-PLIN5 inh	NCOA3 inh
CCOP(=O)(Cc1ccc(C(C)(C)CC(C)=O)o1)OCC	0.6	5	-8	-4	2	14	-4	-15	-16	6	18
CCOC(=O)N1CCN(Cc2nc3cc([N+](=O)[O-])ccc3n2C)CC1	-2.9	-1	4	-3	-8	-16	-18	16	-10	7	-15
O=C(CBr)c1ccc([N+](=O)[O-])c(CS(=O)(=O)c2ccc(Cl)cc2)c1	-3.1	34*	29	4	2	8	-18	-7	6	27*	-39
CCCN(CC(=O)Nc1ccccc1OC)C(=O)c1cc(-c2cccs2)nn1-c1ccccc1	-3.1	7	10	-1	-3	12	-9	-4	9	-12	-12
Cc1nnc(-c2cnn(-c3ccccc3)c2N)n1Cc1ccc(F)cc1	-1.5	0	-6	-33	-5	10	7	17	0	1	9
CC(NCC(=O)Nc1ccccc1C(=O)NC1CC1)c1ccc(S(C)(=O)=O)cc1 (stereo not given)	2.5	3	6	7	-3	7	-8	9	-3	-7	-15
Cc1ccccc1Cc1ccc(Cl)nn1	-1.1	3	-6	-11	-6	8	-3	-6	-11	-7	11
CCCCC(=O)Nc1nnc(C)s1	-1.0	11	-12	3	-1	-11	-4	-8	-2	4	-12
O=C(CN1CCN(S(=O)(=O)c2ccc(F)cc2)CC1)c1ccc(O)c(O)c1	-1.2	11	-30	-26	-1	0	-4	6	-20	1	-9
CCCC(=O)c1ccc(N2CCCC2)c(F)c1	0.2	2	-20	-55	-2	-52	-1	-28	-5	0	-40
COc1cccc(NC(=O)COC(=O)C2C3CC4OC(=O)C2C4C3)c1 (stereo not given)	-1.3	2	-10	-5	-2	0	-13	-18	-6	2	-4
CC(=O)Nc1ccc(OS(=O)(=O)c2ccc(Cl)cc2)cc1	-1.3	2	-27	-9	-10	-14	-13	6	0	-3	-37
CCOC(=O)c1c(Nc2ccccc2N)cc(C)nc1C	-1.2	-2	-4	-6	1	3	-6	3	-13	-1	18
Cn1cc(-c2ccccc2C(N)=O)c(=O)c2ccccc21	-1.9	14	14	-14	6	-9	2	-10	6	4	15
CCOP(=O)(OCC)/C(C#N)=C(\O)c1ccc(OC)cc1	1.7	2	10	6	2	5	-6	-9	-5	3	2
O=C(Nc1sc2c(c1-c1nc3ccccc3[nH]1)CCCC2)C1CCCC1	-1.3	4	-5	-18	1	38	8	5	-3	-15	11
Cc1nnc(NC(=O)CSc2ccccn2)s1	0.8	12	-18	-16	-8	-5	0	4	1	2	0
COc1ccccc1C(c1nnnn1CCc1ccccc1)N1CCN(c2ccccc2)CC1 (stereo not given)	-0.5	7	-7	2	-6	-18	4	-9	-3	2	-10
CCC(=O)N1c2ccccc2C(N(C(=O)CC)c2ccccc2)CC1C (stereo not given)	-1.4	5	-16	2	-3	-9	4	-21	-7	-8	20
CCNC(=O)c1ccc(C2SCC(=O)N2CCc2ccccc2)cc1 (stereo not given)	-1.9	12	-3	-6	4	8	6	-11	-7	-3	13
O=S1(=O)CC(N2CCCCC2)CN1Cc1cn(Cc2cccc(C(F)(F)F)c2)nn1 (stereo not given)	/	/	-31	/	/	3	/	3	-9	5	/
CCN(c1ccccc1)S(=O)(=O)c1ccc(C(=O)Nc2cccc(C)n2)cc1	-0.8	14	8	2	-2	-11	2	31	-5	-3	1
CC(C)c1ccc(/C=c2\sc3n(c2=O)C(N)=C(C#N)C(c2ccc(C(C)C)cc2)C=3C(N)=O)cc1 (stereo not given)	2.1	-6	0	-23	-4	-1	-11	-6	-10	2	9
Cn1c(CN2CCOCC2)nc2cc(NC(=O)c3ccc(F)cc3)ccc21	-1.3	-2	27	-8	-1	10	3	13	-10	2	6
CSc1cccc(NC(=O)CSc2nnc(C)s2)c1	-1.0	-2	-13	0	2	15	-12	-4	-9	-1	-13
SMILES	MC4R barr agon	MC4R antag cAMP	SRC2 inh	SRC1 inh	TLR9-MyD88 block	LRH-1 inv ag	LMP1 NFkB inh	NR2F2 inh	NOD2-RIPK2 inh	ABHD5-PLIN5 inh	NCOA3 inh
CCNC(=S)NS(=O)(=O)c1ccc(C)cc1	-1.5	9	3	-9	-13	-6	-2	14	-1	1	1
O=C(O)c1cccc2c1C(=O)c1ccccc1C2=O	3.1	10	2	0	-14	11	-1	17	-8	1	22
CO/N=C(\C)C(Cc1ccc(Cl)nc1)Cc1ccc(Cl)nc1	0.4	3	-3	3	4	-5	5	14	-1	5	-8
N#Cc1c(F)cccc1N1CCC(C#N)CC1	0.0	-5	-16	-4	2	-15	4	-13	-4	1	4
Cc1cc(NC(=O)c2ccc(Cl)cc2Cl)no1	0.6	3	-52	-133	1	-155	1	-26	-16	1	-95
O=C(Nc1c(F)cccc1F)c1ccc2c(c1)CCN2S(=O)(=O)c1ccccc1	-2.1	0	1	-7	2	-12	7	7	3	-5	-29
CC1=C(C(=O)OCc2ccccc2)C(c2ccc(C#N)cc2)NC(=O)N1CCCC(=O)O (stereo not given)	-0.8	10	-24	-9	-3	0	0	6	-17	7	-1
O=C1CCCN2N=C(SCC(=O)Nc3nccs3)SC2=N1	0.0	-2	-3	7	-8	4	-4	3	-8	2	-15
COc1ccc(NC(=O)CC(NCCc2ccccc2)C(=O)O)c(OC)c1 (stereo not given)	-1.2	9	-16	1	-5	-17	5	8	-11	-3	-32
Cc1ccc(S(=O)(=O)N2CCCC(C(=O)NCc3cccnc3)C2)cc1Cl (stereo not given)	0.0	1	19	3	10	0	7	-17	-2	4	-3
COc1cc(C)nc(SCC(N)=O)n1	-1.2	3	-16	-6	-11	4	-3	-16	0	1	3
COc1ccc(N2CCN(C(=O)C(Cc3ccccc3)n3cccc3)CC2)cc1 (stereo not given)	0.3	-5	3	10	2	8	-10	-2	7	1	2
COc1ccc(N/N=C(\C#N)C(N)=O)cc1	-2.3	-23	-8	-1	-3	-4	1	-6	-2	6	11
COC(=O)c1cc(=O)c2ccc(OC)cc2o1	-0.5	3	-2	-8	-2	14	-6	3	-2	2	17

Screening results as filed in PubChem BioAssay.
